Assay outcomes as filed in PubChem BioAssay.
IDE act = activators of human insulin-degrading enzyme in cells. P14735. HEK cells, FAbeta-B cleavage, fluorescence polarization; 0% vehicle, 100% cell-free pure enzyme wells. activation, % at 5.96 µM. actives 0.073% (n = 340,000). AID 493087;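 active means activation above the mean of all tested compounds plus 3 SD, set per screening campaign, cut at about 17% in these data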
pCIP destab = lowers stability of the mouse p/CIP coactivator protein; Q05BA5; F442A p/CIP-EGFP cells, EGFP fluorescence, 16 h; decrease of EGFP signal, % at 10 µM; actives 0.01% (n = 290,000); AID 1984;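 active means EGFP signal decrease of at least 30% at 10 µM or well 3 SD below plate mean, unless failing retest; inactive means the rest, including hits failing retest or dose response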; further: some compounds called inactive have numbers as strong as hits; many of its hits are not listed in these tables
DNA FID counter = displaces DNA intercalator in HCV helicase counter-screen; DNA fluorescent intercalator displacement, fluorescence; inhibition, % at 7.9 µM; actives 0.17% (n = 290,000); in the data active means inhibition above about 37%;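 further: 0% = vehicle and 100% = reference compound; higher means more ethidium bromide displaced from hairpin DNA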
NS3 helicase inh = HCV NS3 helicase inhibition | actives 0.56% (n = 290,000) | AID 1800 | NS3 helicase DNA unwinding, Cy5 molecular beacon fluorescence | inhibition, % at 10.9 µM;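 active means inhibition above the mean of all tested compounds plus 3 SD, set per campaign, cut at about 35% in these data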;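 further: 0% = DMSO wells and 100% = thioflavine S control wells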
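Test system: hepatitis C virus NS3 helicase domain fragment enzyme. Also added: annealed dual-labelled DNA beacon duplex, ATP-started. Timing: 60 min unwinding reaction at 25 °C after ATP addition. Technique: Cy5 fluorescence. Measure: % inhibition of unwinding.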
PfM18AAP inh = blocks P. falciparum M18 aspartyl aminopeptidase. recombinant PfM18AAP, H-Glu-NHMec fluorogenic cleavage. inhibition, % at 7.35 µM. actives 1.2% (n = 290,000);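 active means inhibition above the campaign mean inhibition over all tested compounds plus 3 SD, cut at about 28% in these data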;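 further: 0% = plate median of test compound wells and 100% = 2 mM ZnCl2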
VIM-2 inhibitor = blocks Pseudomonas aeruginosa VIM-2 metallo-beta-lactamase. purified VIM-2, nitrocefin hydrolysis, epi-absorbance fluorescence. inhibition, % at 5.6 µM. actives 0.89% (n = 290,000). AID 1527;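 active means inhibition above the mean of all tested compounds plus 3 SD, cutoff set per screening run, cut at about 7.5% in these data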;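 further: red hydrolysis product quenches plate fluorescence so inhibitors raise well fluorescence; 0% = enzyme with DMSO and 100% = DMSO without enzyme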
IMP-1 inhibitor = inhibitors of Pseudomonas aeruginosa IMP-1 metallo-beta-lactamase; AID 1556; actives 0.45% (n = 290,000); purified IMP-1, nitrocefin hydrolysis, epi-absorbance fluorescence; inhibition, % at 5.6 µM;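 active means inhibition above the mean plus 3 SD of all compounds in the same screening run, cut at about 4.5% in these data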;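 further: 0% = IMP-1 with DMSO and 100% = DMSO wells lacking enzyme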
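System – purified recombinant IMP-1 beta-lactamase · Input – IMP-1 dispensed at 0.2 nM · Timing – 15 min preincubation plus 25 min reaction at 25 °C · Signal – Epi-absorbance fluorescence, 480 nm excitation, 530 nm emission · Measure – percent IMP-1 inhibition derived from blank-referenced optical density · Controls – Enzyme-plus-DMSO low control, enzyme-free DMSO high control · Replication – singlicate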
IDE cell inh = cellular human IDE inhibition. P14735. inhibition, % at 5.59 µM. actives 0.41% (n = 320,000). HEK cells, FAbetaB cleavage, fluorescence polarization;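 active means percent inhibition above the average of all tested compounds plus 3 SD, set per screening campaign, cut at about 16% in these data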;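 further: IDE supplied by intact live HEK cells; FP after avidin binding of uncleaved biotin substrate so inhibition keeps polarization high; 0% = DMSO wells and 100% = 60 µM reference IDE inhibitor Ii1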
UBC9 SUMO inh = inhibitors of human SUMOylation (UBC9); HTRF SUMOylation assay, SAE1/SAE2 + UBC9, in vitro; inhibition, % at 35 µM; actives 0.36% (n = 290,000); AID 2006; P63279; in the data active means inhibition above about 50%, passing the limit was not always enough; further: strong numbers were not always called active
Target sequence (P63279 whole entry, looked up): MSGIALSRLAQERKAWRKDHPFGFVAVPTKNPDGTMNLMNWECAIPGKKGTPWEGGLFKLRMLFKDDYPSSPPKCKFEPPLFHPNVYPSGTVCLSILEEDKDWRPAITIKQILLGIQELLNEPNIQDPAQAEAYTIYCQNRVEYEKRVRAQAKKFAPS
Active calls of the source: *; nt = not tested or not shown; & = joins results of further samples. Not a hit list; 3.6% or so of the library scored in one or more.

structure	IDE act	pCIP destab	DNA FID counter	NS3 helicase inh	PfM18AAP inh	VIM-2 inhibitor	IMP-1 inhibitor	IDE cell inh	UBC9 SUMO inh
COc1ccc(C)cc1NC(=O)C1CCN(S(=O)(=O)c2cccs2)CC1	2	1	-18	2	-1	-3.8	-1.2	4	-11
COc1ccc(C2=CC(c3ccc(OC)c(OC)c3)n3nnnc3N2)c(OC)c1 (stereo unspecified)	0	-24	-15	-5	8	1.4	-3.0	-2	15
CC1(C)CC(=O)C2=C(C1)OC(N)=C(C#N)C2c1cc2c(cc1[N+](=O)[O-])OCO2 (stereo unspecified)	-2	-6	-7	-2	17	3.5	2.5	5	17
OC(COCc1cccs1)CN1CCCCCC1 (stereo unspecified)	7	-10	1	-23	-3	-3.8	-4.2	6	7
c1ccc2c(c1)NCCS2	-3	-14	11	2	2	-8.0	-3.9	3	3
CCCCCc1ccc(OCCCC[n+]2ccc(C)cc2)c(CCCCC)c1	7	-15	37*	-24	5	-5.0	-3.8	-6	-5
COc1ccc(C(=O)N2CCN(c3ccc(C)cc3C)CC2)cc1OC	0	-6	-17	4	2	1.5	-2.4	6	14
COCC(=O)N1CCCC(C(=O)c2ccc(-c3ccccc3)cc2)C1 (stereo unspecified)	-1	-15	-34	-2	9	-1.8	-4.9	2	-6
CCCCN1CC(=O)N2[C@H](c3ccc(OC)cc3)[C@@H]3C(=O)N(CC)C(=O)[C@@H]3[C@]2(C)C1=O	1	-2	-5	10	2	-1.9	-4.4	6	3
COc1ccccc1N1CCN(C2CCCN(C(=O)c3ccoc3C)C2)CC1 (stereo unspecified)	-5	-5	-20	1	5	-1.1	-3.4	4	4
Fc1ccc(CSc2nnc(-c3cccnc3)n2Cc2ccco2)cc1	-16	3	-18	0	-30	-1.7	-0.9	7	40
O=C(N/N=C/c1cn(-c2cccs2)nc1-c1ccccc1)c1ccccc1Cl	0	-2	-12	-4	-12	0.9	-0.8	0	-3
CC(C)NC(=O)C(c1ccc(F)cc1)N(C(=O)CCC(=O)Nc1ccccn1)c1cccc(F)c1 (stereo unspecified)	0	-20	-34	5	3	-2.0	-1.8	2	10
COc1cc(NC(=O)NC(C)(C(F)(F)F)C(F)(F)F)cc(OC)c1OC	6	8	-5	1	10	-1.6	-1.0	4	13
COc1ccc(C)cc1NC(=O)NCCCCc1ccccc1	0	9	-25	2	-11	2.3	2.8	-3	-4
O=C1CS/C(=N/N=C2C3CC4CC(C3)CC2C4)N1	-9	-3	-6	-2	9	-5.5	-4.3	-3	-16
CCOC(=O)C1(Cc2ccccc2)CCN(Cc2cn[nH]c2-c2ccccc2)CC1	4	-5	25	-14	5	-6.3	-3.2	0	6
O=C(O)c1ccccc1-c1ccc(/C=C/c2cc(C(F)(F)F)[nH]c(=O)n2)o1	-16	-17	-24	15	5	8.2*	5.5*	nt	26
O=C(CN1CCN(c2ncccn2)CC1)N1CCCc2c1c(=O)oc1ccc(O)cc21	3	6	-11	1	12	-2.2	-2.1	-1	11
CCOc1cc(CNCCSc2nnnn2C)cc(Br)c1OCc1ccccc1	4	-10	16	-18	-9	-1.7	-2.8	2	-3
O=C(CSc1nc2ccccc2c(=O)n1NC(=O)c1ccccc1)c1ccc(Cl)cc1	-5	-5	-8	-3	3	-3.0	-0.7	-4	-12
CC(C)(C)c1ccc(C(=O)NCCC(=O)N2CCC3(CC2)NCCc2[nH]cnc23)cc1	6	-2	12	-7	4	-3.3	-3.5	-1	-13
Clc1ccc(OCCNCCc2ccccc2)cc1	4	3	17	-30	-1	-0.9	-4.5	7	0
Cc1cccc(/C(N)=N/OC(=O)C23CC4CC(CC(C4)C2)C3)c1	5	-7	-5	-17	-8	-3.7	-2.1	7	-12
O=C(NNC(=S)NCCc1ccccc1)c1ccc(Br)s1	4	3	-7	11	3	-0.2	-1.5	2	-27
CCOC(=O)c1c(-c2ccc(OC)cc2)csc1NC(=O)CSc1ccccc1	5	5	-5	2	19	-4.6	-1.9	4	5
Cc1cc(OC(C)C(=O)NCCCN2CCOCC2)c2c(C)c(C)c(=O)oc2c1 (stereo unspecified)	2	-1	6	-2	-5	5.4	-1.6	-13	13
CCOC(=O)c1ccc2c(c1)n(CC)c(/C=C/N(C)c1ccccc1)[n+]2CC	2	7	3	-15	3	-2.1	-2.2	-3	17
O=C(Nc1cc(-c2ccccc2)[nH]n1)c1ccc(Cl)cc1	-5	-12&-5	-4&-6	-8&-2	-1&1	-2.9&-4.3	-3.9&-2.9	0	16&20
CSc1ccc(/C=N/N(C)S(=O)(=O)c2ccc(C)cc2)cc1	3	-15	-16	-13	5	-2.4	-0.1	-2	-16
CCN(CC)CCN1C(=O)C(=O)/C(=C(/O)c2ccncc2)C1c1ccccc1F (stereo unspecified)	-1	-9	-3	-13	11	-0.1	-0.4	1	20
C/C(=N/Nc1ncc(Br)cn1)c1ccc([N+](=O)[O-])cc1	5	-12	-4	-2	13	-1.7	-2.8	0	-2
COC(=O)c1ccccc1NC(=O)c1sc(N)nc1C	-2	-9	-7	0	6	10*	-4.8	-4	22
Cc1ccc(C(=O)C(C)OC(=O)c2n[nH]c(=O)c3ccccc23)cc1 (stereo unspecified)	0	-3	-18	-7	-3	-3.0	-2.9	4	2
O=C(NCCN1CCCCCC1)c1ccc(N2CCCC2=O)cc1	7	-12	2	-18	0	-0.8	0.0	2	6
CCc1ccc(NC(=O)c2noc3c2CCCCC3)cc1	-6	-2	6	-6	1	0.3	0.7	-2	13
COP(=O)(OC)c1nc(-c2cccc3ccccc23)oc1NCCc1ccccc1	5	-13	-16	-13	2	-0.2	-2.9	0	11
O=C(c1ccccc1)c1c2c(cc3sc4ccccc4[n+]13)-c1cccc3cccc-2c13	-1	-25	53*	-77	12	16*	10*	8	50
Cc1cc(C)c(C(N)=O)c(SCC(=O)c2ccc(Cl)cc2)n1	-3	-1	-7	11	7	-1.1	-1.6	-3	9
CC(=O)N/N=C(\C)CC(=O)NC(C)(C)C	4	-6	5	-1	-7	-1.0	-3.9	-1	20
Nc1ccc(C23CC4CC(CC(C4)C2)C3)cc1	4	4	-1	-2	2	0.3	-1.7	3	-16
O=C(CCCC(=O)NCCc1ccccc1)NCCc1ccccc1	2	7	-13	7	-6	-4.0	-1.6	5	-6
COc1ccc(/C=C2\SC(=S)N(c3cccnc3)C2=O)cc1	0	-6	-1	-4	4	-1.3	-0.9	-1	6
Cc1c[n+](CC(=O)c2ccccc2)cs1	1	2	1	2	-6	0.3	0.5	0	-5
COc1ccccc1-c1coc2c(CN(C)C)c(O)ccc2c1=O	2	-9	1	-5	4	-0.7	-2.1	0	50
COc1ccccc1CNCc1cc(Br)ccc1OC	0	2	9	-8	1	-3.2	-0.7	0	16
CC(=O)OC(C(=O)Nc1ccccc1)C(C)S(=O)(=O)c1ccccc1 (stereo unspecified)	0	-20	-5	1	-7	-6.7	-5.8	1	27
CCN(CC)S(=O)(=O)c1cc(NC(=O)[C@@H](NC(N)=O)C(C)C)ccc1C	-3	6	-10	3	7	-1.9	-1.9	9	16
CCCCN(CCCC)CCn1cnc2c([nH]c3ccc(OC)cc32)c1=O	2	-17	-4	-5	1	-3.4	-2.5	3	7
CCOC(=O)c1cnc(SCC(=O)Nc2ccccc2C(=O)OC)nc1N	-3	-4	0	11	4	-4.8	-4.1	-3	26

Following part.
structure	IDE act	pCIP destab	DNA FID counter	NS3 helicase inh	PfM18AAP inh	VIM-2 inhibitor	IMP-1 inhibitor	IDE cell inh	UBC9 SUMO inh
COc1ccccc1N1CCN(C(=O)CCCCCn2c(=O)[nH]c3ccsc3c2=O)CC1	-4	-11	-23	-18	1	2.6	-2.8	2	10
CCN1CCc2c(sc(NC(=O)c3ccc(S(=O)(=O)N4CCCCCC4)cc3)c2C(=O)NC)C1	3	-49	26	-49	4	5.1	0.6	2	3
O=C(Nc1cccc(Cl)c1N1CCCCC1)c1ccc(N2CCOCC2)c([N+](=O)[O-])c1	6	-2	1	1	4	-3.6	-3.4	4	13
CN(C)/C=C(\C#N)C(=O)N/N=C/c1ccc(F)cc1	3	2	-4	6	0	-2.0	-3.1	3	7
CCCC(=O)N/C(N)=N/c1nc(C)c2cc(C)ccc2n1	nt	-12	-7	-10	-1	-2.9	-3.5	8	13
Cc1ccc(C2NS(=O)(=O)N=C2N)cc1 (stereo unspecified)	3	-2	1	-4	7	-3.8	-2.5	2	6
O=C(Nc1ccccc1)N1CCN(Cc2ccccc2)CC1	5	5	6	0	8	-0.5	0.3	2	0
O=C(Nc1cc(S(=O)(=O)N2CCCCC2)ccc1Oc1ccccc1)C1=COCCO1	3	-9	-35	-6	2	-1.3	-0.7	-3	15
COc1ccc(C(C#N)N2CCCCC2)cc1OC (stereo unspecified)	2	-18	1	4	-3	-2.6	-1.2	-3	7
COc1cccc(/C=C2/NC(=O)N(CC(=O)Nc3ccc(C)cc3)C2=O)c1OCc1cccc(C(=O)O)c1	1	6	-11	18	4	0.1	-1.9	2	27
